Screens: PubChem, National Center for Advancing Translational Sciences (NCATS)
Luc counter – Counterscreen for Luciferase (Kinase-Glo TM) Inhibition. Luciferin 4-monooxygenase (Photuris pensylvanica), Q27757. Kinase-Glo luciferase, ATP luminescence, 8 min. Potency, µM (top dose mostly 38.3 µM), for inactives: at the highest dose activity change, negative = inhibition, most hits filed as inhibitors. actives 0.28% (n = 200,000); note: potency is the fitted concentration of half-maximal effect; % is set by controls: 0 for no effect and ±100 for the full control effect; nearly all actives have a fitted effect of over 60% in size
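Substrate mix (final 50 mM imidazole pH 7.2, 50 mM KCl, 7 mM MgCl2, 10 uM ATP, 0.01% Tween 20, 0.05% BSA) plus pin-tool compound, then Kinase-Glo detection mix; 8 min ambient, luminescence read.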
NPSR antag – qHTS Assay for Antagonists of the Neuropeptide S Receptor: cAMP Signal Transduction; Potency, µM (titrated, usually from 38.3 µM), inactives show top-dose activity change, negative = inhibition, actives largely listed as inhibitors; Q6W5P4; CHO-NPSR cells, cAMP TR-FRET, antagonist mode; actives 1% (n = 220,000); note: potency is the fitted concentration of half-maximal effect; % is set by controls: 0 for no effect and ±100 for the full control effect; nearly all actives have a fitted effect of over 50% in size; many of its hits are not listed in these tables
Target sequence (Q6W5P4 whole entry, looked up): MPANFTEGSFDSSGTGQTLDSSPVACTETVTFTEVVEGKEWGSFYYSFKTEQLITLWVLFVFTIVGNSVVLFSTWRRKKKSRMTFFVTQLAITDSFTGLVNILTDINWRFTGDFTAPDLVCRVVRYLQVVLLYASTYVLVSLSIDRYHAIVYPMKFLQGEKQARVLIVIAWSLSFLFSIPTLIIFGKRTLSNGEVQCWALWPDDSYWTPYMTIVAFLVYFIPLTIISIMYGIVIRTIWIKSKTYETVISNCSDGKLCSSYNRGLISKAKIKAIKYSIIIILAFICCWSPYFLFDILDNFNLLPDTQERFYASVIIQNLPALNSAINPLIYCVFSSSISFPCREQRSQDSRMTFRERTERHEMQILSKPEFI
IMPase Li cell – qHTS Assay for Identifying the Cell-Membrane Permeable IMPase Inhibitors: Potentiation with Lithium | CHO-M1 cells, IP1 TR-FRET (IP-One), carbachol + lithium | Potency, µM (highest dose often 59.4 µM), for inactives: at the highest dose activity, negative = IMPase inhibition, hits mostly inhibitors | actives 0.35% (n = 210,000);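 note: IP1 builds up when IMPase is blocked and the TR-FRET signal falls; potency is the fitted concentration of half-maximal effect; plate controls were basal vehicle for no effect and high inhibitor control for full effect; nearly all actives have a fitted effect of over 50% in size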
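Test compounds were applied to CHO-M1 cells previously cultured for 16–30 h at 2000 per well. A small lithium amount accompanied them; after 30 min at 37C, IP1 was quantified by TR-FRET.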
CBFb-RUNX1 inh – qHTS Assay for Compounds Blocking the Interaction Between CBF-beta and RUNX1 for the Treatment of Acute Myeloid Leukemia. 230,000 tested, under 10 active. Runt-related transcription factor 1 (Homo sapiens) + Core-binding factor subunit beta …. AlphaScreen CBFb-His/RUNX1-biotin binding, biochemical. Potency, µM (titrated, usually from 59.8 µM), for inactives: at the highest dose activity, negative = inhibition, hits mostly inhibitors. AID 1477, 2009; note: % of control where 0% means no effect
Target sequence (Q01196 whole entry, looked up): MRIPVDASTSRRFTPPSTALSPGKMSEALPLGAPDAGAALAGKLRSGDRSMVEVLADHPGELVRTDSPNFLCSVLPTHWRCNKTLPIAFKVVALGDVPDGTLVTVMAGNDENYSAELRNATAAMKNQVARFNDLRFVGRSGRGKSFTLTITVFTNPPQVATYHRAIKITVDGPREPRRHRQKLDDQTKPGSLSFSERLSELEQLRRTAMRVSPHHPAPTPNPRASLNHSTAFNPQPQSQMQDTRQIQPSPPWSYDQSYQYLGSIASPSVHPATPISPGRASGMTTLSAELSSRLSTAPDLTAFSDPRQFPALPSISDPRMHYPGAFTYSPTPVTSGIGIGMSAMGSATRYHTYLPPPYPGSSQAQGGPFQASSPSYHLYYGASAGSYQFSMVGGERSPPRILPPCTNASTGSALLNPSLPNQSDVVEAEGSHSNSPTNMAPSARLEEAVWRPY
Target sequence (Q13951 whole entry, looked up): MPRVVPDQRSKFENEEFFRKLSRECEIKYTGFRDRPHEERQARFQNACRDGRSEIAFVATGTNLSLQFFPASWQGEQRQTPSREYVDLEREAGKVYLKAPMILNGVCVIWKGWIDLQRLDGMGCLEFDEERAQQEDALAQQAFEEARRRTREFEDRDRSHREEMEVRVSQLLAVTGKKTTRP
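Proteins preincubated together for 20 min at RT before compound addition; 15 min later, nickel and streptavidin beads were added and left 90 min prior to AlphaScreen measurement.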
Epigenetic derep – Quantitative High-Throughput Screen for Regulators of Epigenetic Control; murine LDR cells, GFP reporter derepression, 30 h; Potency, µM (highest dose often 53.9 µM), for the others: at the top dose GFP activation, actives largely listed as activators; actives 0.2% (n = 280,000); note: potency is the fitted concentration of half-maximal effect; % of control where 0% means no effect; nearly all actives have a fitted effect of over 60% in size
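GFP-positive cell count by laser-scanning cytometry (objects 20–120 um) after 30 h, 37 C compound exposure of murine LDR cells; reporter is CMV-GFP integrated at a silenced locus, inducible by HDAC or DNMT inhibitors.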
HTT aggregate – qHTS Multiplex Assay to Identify Dual Action Probes in a Cell Model of Huntington: Aggregate Formation (GFP); PC12 HttQ103-GFP aggregates, Acumen cytometry, 40 h; Potency, µM (series often up to 46.1 µM), without a hit: top-dose activity change, negative = inhibition, usual class: inhibitors; actives 1.1% (n = 220,000); AID 1688, 2009; note: potency is the fitted concentration of half-maximal effect; % is set by controls: 0 for no effect and ±100 for the full control effect; nearly all actives have a fitted effect of over 60% in size
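Multiplexed with ATP-based cell death, this channel scores GFP aggregates in PC12 cells expressing inducible HTTex1-Q103-GFP. Induction used 100 nM tebufenozide; compounds were tested in concentration series.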
Lamin A splicing – qHTS Assay for Modulators of Lamin A Splicing; Potency, µM (titrated, usually from 46.1 µM), without a hit: at the highest dose ratio change, negative = inhibition, usual class: inhibitors; HeLa LMNA splicing GFP/RFP minigene ratio, 48 h; actives 0.01% (n = 200,000); AID 1487, 2009; active = well fitted inhibition curve with a large enough effect in the signal ratio, with a control signal flat, not every such curve was filed as active; inconclusive = small, poorly fitted or top-dose-only effect, or effect the other way, or a change in a side signal; the % refers to the signal ratio; note: potency is the fitted concentration of half-maximal effect; % is set by controls: 0 for no effect and ±100 for the full control effect
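S3 HeLa stable clones carrying a lamin A-EGFP splicing minigene plus DsRed2 were seeded at 600 cells/well in Opti-MEM with 2% FBS, pin-dosed and incubated 48 h at 37°C. Acumen cytometry (488 nm) gave the GFP/RFP total-intensity ratio.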
* marks the source's active call; other numbers are inactive results; & = joins results of further samples; [ ] = dose if it differs, or a comment. Unless noted, calls come from the whole dose curve; as a rule, active = well fitted curve in the direction sought with a large enough effect; inconclusive = small, poorly fitted or top-dose-only effect, or another doubt; inactive = no such curve, though single readings can be large; an effect the other way counts as inactive or inconclusive.

Screening CCOc1c2ccc(C(=O)NCc3ccco3)cc2nn1CCOC returned Luc counter -3.3%, NPSR antag -8.1%[46.1 µM], IMPase Li cell -5.7%[38.3 µM], CBFb-RUNX1 inh 3.2%, Epigenetic derep -1.7%, HTT aggregate 0.6% and Lamin A splicing 14.8%.
For COc1nc(Oc2ccc(=O)n(C)n2)nc(N(C)C)n1 the results were Luc counter -1.2%, NPSR antag 2.6%[46.1 µM], IMPase Li cell 15.0%[38.3 µM], CBFb-RUNX1 inh 6.0%, Epigenetic derep 0.0%, HTT aggregate 6.5% and Lamin A splicing -3.1%.
`N#CCc1ccc(NS(=O)(=O)c2cccs2)cc1` gave Luc counter -2.4%, NPSR antag -17.2%[46.1 µM], IMPase Li cell 5.3%[38.3 µM], CBFb-RUNX1 inh 1.7%, Epigenetic derep 16.9%, HTT aggregate -2.9% and Lamin A splicing 9.9%.
For CCn1ncc(CN2CCCC(CNC(=O)c3ccc(F)cc3)C2)c1C (configuration not stated) the results were Luc counter -6.6%, NPSR antag -13.5%, IMPase Li cell 13.3%, CBFb-RUNX1 inh 8.3%, Epigenetic derep -2.6%, HTT aggregate 13.5%[9.22 µM] and Lamin A splicing 16.5%[46 µM].
Screening COc1ccccc1CC(=O)Nc1ccc(-c2noc(COc3ccc(Cl)c(C)c3)n2)cc1 returned Luc counter 1.9%, NPSR antag -14.7%[46.1 µM], IMPase Li cell 4.3%[38.3 µM], CBFb-RUNX1 inh -1.0%, Epigenetic derep -6.1%, HTT aggregate 14.0%[9.22 µM] and Lamin A splicing -6.3%.
For Cc1ccc(-c2c(C(=O)NCc3ccc(F)cc3)oc(=O)c3ccccc23)cc1 the results were Luc counter -3.2%, NPSR antag -35.5%, IMPase Li cell 9.8%, CBFb-RUNX1 inh 23.0%, Epigenetic derep -0.1%&-1.8%, HTT aggregate -0.8% and Lamin A splicing -1.0%.
Screening Cc1nc(NC(=O)c2ccccc2)sc1-c1csc(Nc2ccc(Cl)cc2Cl)n1 returned Luc counter -6.9%, NPSR antag -12.8%[46.1 µM], IMPase Li cell -11.5%[38.3 µM], CBFb-RUNX1 inh 1.9%, Epigenetic derep 7.4%, HTT aggregate -31.0% and Lamin A splicing 17.5%.
`CCCn1ncc(CN2CCN(CCc3ccccc3)C(CCO)C2)c1C` (configuration not stated) gave NPSR antag -23.3%, IMPase Li cell 16.0%, CBFb-RUNX1 inh 3.6%, Epigenetic derep 1.3% and HTT aggregate -8.0%[9.22 µM].
Screening CCOc1cc(/C=C2/NC(=O)N(CC(=O)OC)C2=O)ccc1OC returned Luc counter 10.5%, NPSR antag -13.6%, IMPase Li cell 4.8%, CBFb-RUNX1 inh 0.2%, Epigenetic derep -1.1% and HTT aggregate -20.9%.
For CCOC(=O)C(NC(=O)Nc1cccc(C)n1)(OCC(F)(F)F)C(F)(F)F (configuration not stated) the results were Luc counter -0.2%, NPSR antag 0.1%[46.1 µM], IMPase Li cell -6.3%[38.3 µM], CBFb-RUNX1 inh 1.3%, Epigenetic derep 0.9%, HTT aggregate 9.8% and Lamin A splicing 4.9%.
Screening Cc1ccc(CN2CCN(Cc3ccc(Oc4ncccn4)cc3)CC2CCO)cc1 (configuration not stated) returned Luc counter -1.5%, NPSR antag -9.7%, IMPase Li cell 16.2%, CBFb-RUNX1 inh 5.7%, Epigenetic derep 1.1%, HTT aggregate -10.1%[9.22 µM] and Lamin A splicing 5.1%[46 µM].
Screening CCCS(=O)(=O)c1c(S(=O)(=O)CCC)c2c(C(N)=O)cccn2c1C(=O)c1ccc(F)cc1 returned Luc counter 0.5%, NPSR antag 2.0%, IMPase Li cell 1.0%, CBFb-RUNX1 inh 3.8%, Epigenetic derep 4.0%, HTT aggregate 1.9% and Lamin A splicing 12.2%[46 µM].
O=C(NCCc1ccccc1)C(=O)c1c(-c2ccccc2)[nH]c2ccccc12 was read as Luc counter -1.4%, NPSR antag -17.4%, IMPase Li cell 12.2%, CBFb-RUNX1 inh 4.1%[2.36 µM], Epigenetic derep 5.3%, HTT aggregate -14.3% and Lamin A splicing -2.9%.
`O=C(/C=C/c1ccc2c(c1)OCO2)Nc1nc(-c2ccc(F)cc2)cs1` gave Luc counter 0.2%, NPSR antag -5.6%, IMPase Li cell 16.6%, CBFb-RUNX1 inh 11.3%, Epigenetic derep 6.7%, HTT aggregate -21.8% and Lamin A splicing inconclusive.
Screening CN(C)c1cccc2c1c(NC(=O)c1ccc(F)cc1)nn2C returned NPSR antag -10.5%[7.67 µM], CBFb-RUNX1 inh 1.8%, Epigenetic derep 1.1% and HTT aggregate -5.7%[9.22 µM].
`O=C(Nc1ccc(CN2CCS(=O)(=O)CC2)cc1)c1ccc(F)cc1` gave NPSR antag -0.6%, CBFb-RUNX1 inh 4.4%, Epigenetic derep 1.1%, HTT aggregate -27.1%[9.22 µM] and Lamin A splicing 1.1%[46 µM].
For NS(=O)(=O)c1ccc(CCNC(=O)C2CCN(S(=O)(=O)c3c(Cl)cccc3Cl)CC2)cc1 the results were NPSR antag 1.2%, CBFb-RUNX1 inh 10.2%, Epigenetic derep -3.1% and HTT aggregate -14.6%[9.22 µM].
For Clc1ccc(CNc2ccc(CNc3ncn[nH]3)cc2)cc1 the results were Luc counter 0.4%, NPSR antag 10.2%, IMPase Li cell -1.2%, CBFb-RUNX1 inh -7.2%, Epigenetic derep -1.0%, HTT aggregate -10.5% and Lamin A splicing inconclusive.
Cc1cc(/C=C(\C#N)C(=O)Nc2ccc(Cl)cc2)c(C)n1-c1ccc(N2CCOCC2)c([N+](=O)[O-])c1 was read as Luc counter 2.3%, NPSR antag -4.8%, IMPase Li cell 5.7%, CBFb-RUNX1 inh -15.0%, Epigenetic derep -0.9%, HTT aggregate -4.5% and Lamin A splicing inconclusive.
`COc1ccc(C)cc1NC(=O)CNc1ccccc1CN(C)C1CCCCC1` gave Luc counter -1.8%, NPSR antag -40.7%, IMPase Li cell 20.3%, CBFb-RUNX1 inh 6.1%, Epigenetic derep -1.1%, HTT aggregate 12.0% and Lamin A splicing -15.1%[46 µM].
`COC(=O)[C@H]1[C@@H](C)N(CCc2cc(OC)c(OC)c(OC)c2)C(=O)N[C@H]1c1ccccc1` gave Luc counter -2.6%[7.66 µM], IMPase Li cell 0.8%, CBFb-RUNX1 inh 4.4%[13.1 µM] and Lamin A splicing inconclusive.
For O=C(Oc1ccc2c(c1)OCO2)c1ccncc1 the results were Luc counter -4.1%, NPSR antag 3.4%[46.1 µM], IMPase Li cell -3.8%[38.3 µM], CBFb-RUNX1 inh 2.6%, Epigenetic derep -0.7%, HTT aggregate -13.2% and Lamin A splicing inconclusive.
For CC(=O)c1cccc(NC(=O)Nc2csc3c2CCCC3)c1 the results were NPSR antag -39.6%, IMPase Li cell 3.3%, CBFb-RUNX1 inh 4.5%, Epigenetic derep 2.5% and HTT aggregate -17.0%.
CN1C(=O)CSC1=NCC12CC3CC(CC(C3)C1)C2 was read as Luc counter 16.4%, NPSR antag -21.6%[46.1 µM], IMPase Li cell 26.2%[38.3 µM], CBFb-RUNX1 inh 2.8%, Epigenetic derep -4.5%, HTT aggregate -14.8% and Lamin A splicing -4.6%.
CC(=O)N1N=C(c2ccc(C)cc2)OC1c1cccnc1 (configuration not stated) was read as Luc counter -2.7%, NPSR antag -1.3%, IMPase Li cell -3.2%, CBFb-RUNX1 inh 7.1%, Epigenetic derep -0.4%, HTT aggregate -1.5% and Lamin A splicing inconclusive.
`COc1ccc(Cn2cccc(NC(=O)Nc3ccc(C#N)cc3)c2=O)cc1` gave Luc counter 11.6%, NPSR antag -4.3%[46.1 µM], IMPase Li cell -10.1%[38.3 µM], CBFb-RUNX1 inh 9.2%, Epigenetic derep 1.4%, HTT aggregate -9.7% and Lamin A splicing 3.0%.
Screening Cc1nnc(SCC(=O)O)o1 returned Luc counter -2.0%, NPSR antag -14.4%, IMPase Li cell 0.3%, CBFb-RUNX1 inh 1.2%, Epigenetic derep -8.5%, HTT aggregate -1.1%[9.22 µM] and Lamin A splicing -6.1%[46 µM].
For CC(C)c1nc(C#N)c(N2CCOCC2)o1 the results were Luc counter 10.7%, NPSR antag 11.7%, IMPase Li cell -1.3%, CBFb-RUNX1 inh 7.3%, Epigenetic derep 1.1%, HTT aggregate 7.6% and Lamin A splicing 2.3%.
CN1CCN(C(=O)c2ccc3c(=O)n4c(nc3c2)CCCCC4)CC1 was read as Luc counter -0.6%, NPSR antag -0.4%[46.1 µM], IMPase Li cell -13.5%[38.3 µM], CBFb-RUNX1 inh 0.6%, Epigenetic derep -1.1%, HTT aggregate 2.9% and Lamin A splicing inconclusive.
For O=C(N1CCOCC1)N1CCC(NC(=O)C23CC4CC(CC(C4)C2)C3)CC1 the results were Luc counter 0.7%, NPSR antag 16.9%[46.1 µM], IMPase Li cell -1.8%, CBFb-RUNX1 inh 1.7%, Epigenetic derep -1.0%, HTT aggregate 9.8% and Lamin A splicing 2.5%.
Screening CC(C)c1ccc(CNC(=O)CCc2ccccc2)cc1 returned Luc counter 1.6%, NPSR antag -55.2%, IMPase Li cell 7.6%, CBFb-RUNX1 inh 9.9%, Epigenetic derep 1.1% and HTT aggregate -19.5%.
`Cc1ccc(/C=N/NC(=O)CNC(=O)c2cccc([N+](=O)[O-])c2C)o1` gave Luc counter 0.2%, NPSR antag 4.6%, IMPase Li cell -23.8%, CBFb-RUNX1 inh 9.4%, Epigenetic derep 1.1% and HTT aggregate -9.6%.

Molecules shown so far that have a nitro group on carbon:
Cc1cc(/C=C(\C#N)C(=O)Nc2ccc(Cl)cc2)c(C)n1-c1ccc(N2CCOCC2)c([N+](=O)[O-])c1 was read as Luc counter 2.3%, NPSR antag -4.8%, IMPase Li cell 5.7%, CBFb-RUNX1 inh -15.0%, Epigenetic derep -0.9%, HTT aggregate -4.5% and Lamin A splicing inconclusive.
`Cc1ccc(/C=N/NC(=O)CNC(=O)c2cccc([N+](=O)[O-])c2C)o1` gave Luc counter 0.2%, NPSR antag 4.6%, IMPase Li cell -23.8%, CBFb-RUNX1 inh 9.4%, Epigenetic derep 1.1% and HTT aggregate -9.6%.

The list is partial; count on the stated rates, not on these rows.
